PTHR1 ag: PTHR1 (human) receptor agonism; Q03431; HEK293 GP2 PTHR1 cells, GloSensor cAMP luminescence, 1 h; Potency, µM (series often up to 115 µM), for the others: at the top dose activation, most hits filed as activators; 410,000 tested, 0.075% active; AID 743266; note: nearly all actives have a fitted effect of over 55% in size; some results filed as inactive show a strong effect at the top dose; inactives centre near -15; many of its hits are not listed in these tables
Target sequence (Q03431 whole entry, looked up): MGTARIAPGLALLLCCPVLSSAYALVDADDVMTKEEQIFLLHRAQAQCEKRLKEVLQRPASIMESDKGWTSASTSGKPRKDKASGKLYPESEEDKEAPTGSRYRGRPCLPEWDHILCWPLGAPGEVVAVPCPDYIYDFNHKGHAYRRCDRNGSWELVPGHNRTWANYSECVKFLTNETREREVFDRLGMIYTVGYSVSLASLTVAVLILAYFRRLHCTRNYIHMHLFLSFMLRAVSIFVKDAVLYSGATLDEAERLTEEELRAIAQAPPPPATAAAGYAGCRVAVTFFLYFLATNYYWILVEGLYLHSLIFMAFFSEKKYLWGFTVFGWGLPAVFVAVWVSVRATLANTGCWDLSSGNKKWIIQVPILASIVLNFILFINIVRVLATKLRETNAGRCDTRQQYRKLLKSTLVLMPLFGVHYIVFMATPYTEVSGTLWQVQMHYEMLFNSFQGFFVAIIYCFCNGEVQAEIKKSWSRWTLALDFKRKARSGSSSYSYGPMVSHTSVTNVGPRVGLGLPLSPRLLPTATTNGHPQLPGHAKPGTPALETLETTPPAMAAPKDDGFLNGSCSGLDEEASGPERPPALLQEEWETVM
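HEK-293-derived GP2 cells expressing PTHR1 and a GloSensor cAMP reporter, 3,000/well, plated overnight, given luciferin plus IBMX (each 0.5 mM as added) for 1 h at 37 °C, then compound for 1 h at 37 °C. Luminescence was read after 15 min at room temperature.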
EPAC1 antagonist: EPAC1 (human) antagonism. 360,000 tested, 0.14% active. AID 720709. EPAC1 GEF assay, Rap1b-BODIPY-GDP exchange fluorescence. Potency, µM (top dose mostly 115 µM), without a hit: top-dose activity change, negative = inhibition, hits mostly inhibitors. O95398;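 note: plate controls were vehicle for no effect and positive control for full effect; nearly all actives have a fitted effect of over 50% in size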
EPAC1 ag: agonists of human EPAC1 | O95398 | EPAC1 agonist qHTS, biochemical assay; response scale: 100% = response to 6.5 mM cAMP | Potency, µM (highest dose often 154 µM), for inactives: at the highest dose activation, usual class: activators | AID 720707 | 360,000 tested, 0.073% active; note: nearly all actives have a fitted effect of over 60% in size
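Normalized to 6.5 mM cAMP, activity reflects EPAC1-catalysed release of BODIPY-GDP from Rap1B, followed kinetically over 30 min at 480 nm excitation, 540 nm emission. Reaction contained 100 nM EPAC1, 250 nM Rap1B-BODIPY-GDP, 50 uM GDP.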
FUS yeast rescue: FUS proteinopathy suppression in yeast; S. cerevisiae FUS-expressing, growth rescue, OD600, 24 h; Potency, µM (series often up to 76.6 µM), for the others: top-dose growth rescue (activation), usual class: activators; 390,000 tested, 0.24% active; AID 1347120;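 note: plate controls were DMSO vehicle for no effect and reference control for full effect; nearly all actives have a fitted effect of over 55% in size; some results filed as inactive show a strong effect at the top dose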
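Galactose (2%) drives FUS expression in yeast precultured in raffinose; seeding density OD 0.005. Test compounds incubated 24hr at 30C and 99% humidity before absorbance at 600 nm was measured.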
EPAC2 antagonist: antagonists of human EPAC2; EPAC2 GEF exchange of Rap1B-BODIPY-GDP, fluorescence; Potency, µM (titrated, usually from 114 µM), for inactives: at the highest dose activity, negative = inhibition, most hits filed as inhibitors; AID 720708; Q8WZA2; 360,000 tested, 0.18% active; note: % is set by controls: 0 for no effect and ±100 for the full control effect; nearly all actives have a fitted effect of over 45% in size; many of its hits are not listed in these tables
aSyn yeast inh: inhibitors of alpha-synuclein toxicity in yeast; Yeast expressing alpha-synuclein, growth rescue, BacTiter-Glo, 24 h; Potency, µM (top dose mostly 46.1 µM), without a hit: at the top dose growth rescue (activation), most hits filed as activators; AID 652106; 370,000 tested, 0.14% active; note: % of control where 0% means no effect; nearly all actives have a fitted effect of over 65% in size
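Galactose-induced alpha-syn yeast (OD600=0.02, raffinose-pregrown) + pinned cpd, 24 hr, 30 deg C; growth by BacTiter-Glo luminescence. Growth restoration scores as activation.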
TDP-43 yeast inh: inhibitors of TDP-43 toxicity in yeast. TDP-43 expressing yeast growth rescue, BacTiter-Glo, 24 h. Potency, µM (highest dose often 46.1 µM), inactives show at the highest dose growth rescue (activation), actives largely listed as activators. 410,000 tested, 1.8% active. AID 652104; note: % of control where 0% means no effect; nearly all actives have a fitted effect of over 50% in size
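Cell-based yeast growth screen: TDP-43 expression induced in galactose, inoculum OD600=0.02 after raffinose pregrowth to mid-log. Read-out BacTiter-Glo luminescence at 24 hr, 30 deg C; inhibition of toxicity seen as signal increase.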
EPAC2 agonist: activates human EPAC2 exchange factor | Q8WZA2 | EPAC2 activation, biochemical qHTS; response scale: 100% = 6.5 mM cAMP response | Potency, µM (series often up to 154 µM), for inactives: top-dose activation, usual class: activators | 360,000 tested, 0.079% active; note: nearly all actives have a fitted effect of over 50% in size
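Readout is BODIPY fluorescence (480 nm excitation, 540 nm emission), which falls as labeled GDP is exchanged off Rap1B. EPAC2 at 100 nM acted on 250 nM RAP1B-BODIPY-GDP with 50 uM GDP present.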
Starred values were filed as active, the others as inactive; i = inactive; ? = inconclusive; . = not tested or not shown; [ ] = dose if it differs, or a comment. Calls come from the whole dose curve; as a rule, active = well fitted curve in the direction sought with a large enough effect; inconclusive = small, poorly fitted or top-dose-only effect, or another doubt; inactive = no such curve, though single readings can be large; an effect the other way counts as inactive or inconclusive. Potency is the fitted concentration of half-maximal effect.

Values run as follows: PTHR1 ag	EPAC1 antagonist	EPAC1 ag	FUS yeast rescue	EPAC2 antagonist	aSyn yeast inh	TDP-43 yeast inh	EPAC2 agonist
> O=C1C2CCCN2C(=O)N1CCCCN1CCN(c2cccc(C(F)(F)F)c2)CC1 (centres undefined)
 : -27%	-20%	2%	-22%	2%	-10%	6%	4%
> COc1ccc(C(=O)N2CCc3cc(OC)c(OC)cc3C2c2cccc([N+](=O)[O-])c2)cc1OC (centres undefined)
 : i	-5%	-7%	7%	8%	-1%	-25%	13%
> CC1(C(=O)Nc2ccc3c(c2)OCCO3)CCN1Cc1csc2ccccc12 (centres undefined)
 : -6%	-26%	-3%	-19%	?	9%	29%	24%
> C=C(C)C1CC=C(CN2CC(C)OC(C)C2)CC1 (centres undefined)
 : i	2%	2%	-8%	0%	13%	-4%	6%
> S=C(Nc1cccc(Cl)c1)Nc1ccccc1Oc1ccccc1
 : -6%[57.5 µM]	0%	-5%	-7%	-5%	-22%	25%	1%
> O=C(NCC(c1cccnc1)N1CCOCC1)c1ccc2c(c1)OCO2 (centres undefined)
 : i	3%	-4%	17%	15%	-4%	6%	4%
> CC(C)Oc1ccc(CC2CC(=O)NC2=O)cc1 (centres undefined)
 : -10%	0%	-6%	-21%	14%	9%	12%	-7%
> CCN1CN(Cc2ccco2)CNC1=S
 : -24%	-31%	7%	17%	-3%	7%	-10%	8%
> Cc1ccc(OC(=O)c2ccc([N+](=O)[O-])cc2Cl)cn1
 : -54%[inhibitor]	-6%	5%	-11%	-6%	-11%	23%	11%
> COc1ccc(C2=Nn3c(nnc3-c3cccnc3)SC2)cc1
 : -9%[57.5 µM]	-2%	8%	25%	-1%	15%	0%	4%
> CCc1c(O)nc(SCC(=O)N2CCOCC2)n(-c2ccccc2)c1=O
 : i	-14%	-1%	14%	8%	0%	-17%	2%
> CCc1cc(=O)oc2c(C)c(OCC(=O)N3CCCc4ccccc43)ccc12
 : i	-2%	0%	8%	-12%	17%	?	16%
> COCCN=C1Sc2nc3c(C)cccc3cc2CN1Cc1ccco1
 : -7%[57.5 µM]	2%	2%	30%	1%	16%	10%	9%
> COc1ccc(CCNC(=O)c2ccc3c(c2)NC(=O)CS3)cc1OC
 : -24%	?	-5%	7%	1%	-3%	-9%	12%
> COc1ccc(C)cc1-n1c(SCC(=O)N2CCOCC2)nc2ccccc2c1=O
 : -20%	12%	-1%	-42%	16%	-4%	1%	0%
> COc1ccc(NC(=O)NNc2cc(N3CCOCC3)nc(N3CCOCC3)n2)cc1
 : i	?	-1%	8%	-14%	-6%	3%	5%
> CC(C)NC(=O)CSc1nc2ccccc2c(=O)n1Cc1ccc(C(=O)NC(C)C)cc1
 : i	.	.	-7%	.	2%	8%	.
> COc1ccc(Cl)cc1NC(=O)CN(C)CC(=O)Nc1ccc(C)cc1Br
 : -30%[inhibitor]	-7%	5%	28%	-28%	3%	18µM*	-3%
> Cn1nnc(NC(=O)c2ccc([N+](=O)[O-])cc2Cl)n1
 : i	-9%	11%	9%	1%	-4%	3%	13%
> COc1ccc(/C=C(\NC(=O)c2ccc(C)cc2)C(=O)NCCCN2CCOCC2)cc1OC
 : -7%	8%	8%	9%	3%	2%	0%	8%
> Nc1sc(-c2ccccc2)cc1C(=O)N/N=C/c1ccc(Cl)cc1
 : i	5%	-3%	21%	0%	-14%	-7%[1.82 µM]	-1%
> CC1CCN(C(=O)COC(=O)c2ccc([N+](=O)[O-])o2)CC1
 : i	1%	-4%	1%	3%	0%	-3%	8%
> CCC(C)(C)n1nnnc1C(c1ccc(OC)c(OC)c1)N1CCN(c2ccc(OC)cc2)CC1 (centres undefined)
 : -38%[inhibitor]	5%	11%	9%	-5%	4%	8%	-12%
> O=C(Nc1cccc(S(=O)(=O)Nc2ccccc2Cl)c1)c1ccc(N2CCCC2)c([N+](=O)[O-])c1
 : -2%	-13%	1%	15%	6%	-1%	9%	8%
> CCOC(=O)c1cnc(-c2ccccc2)nc1N1CCOCC1
 : -3%	-9%	-7%	-2%	0%	8%	-16%	5%
> CCC(=O)N(Cc1ccco1)c1nc(C(=O)Nc2ccc(Cl)cc2)c(C)s1
 : -28%	-19%	-7%	?	2%	-15%	20%	10%
> COc1ccc(OCCNC(=O)c2cccc(Oc3ccc(C(F)(F)F)cc3[N+](=O)[O-])c2)cc1
 : -36%[inhibitor]	-19%	-16%	.	-1%	6%	15%	-5%
> CCc1ccc(OCC2c3cc(OC)c(OC)cc3CCN2C(=S)NC)cc1 (centres undefined)
 : -15%	-7%	20%	52%	?	20%	?	13%
> NS(=O)(=O)c1ccc(CCNS(=O)(=O)c2ccc(Cl)s2)cc1
 : -28%	-28%	3%	-30%	-16%	5%	11%	2%
> Cc1ccc(-c2cc(C(=O)O)c3ccccc3n2)s1
 : -20%	0%	-1%	-34%	-9%	-3%	-20%	9%
> O=C(OCc1cc(=O)n2c(n1)sc1ccccc12)c1ccc(O)cc1
 : -25%	10%	3%	.	6%	2%	2%	-5%
> CCOC(=O)C1=C(C)N(CCCC(=O)O)C(=O)NC1c1cccc(OC)c1 (centres undefined)
 : -21%	14%	-7%	-13%	6%	-2%	-11%	-2%
> O=C(CSc1nc2c(c(=O)n1-c1ccc(F)cc1)SCC2)NCc1ccco1
 : i	3%	-16%	24%	8%	1%	19%	-6%
> CCOc1cccc(CNc2nnnn2C)c1
 : -43%[inhibitor]	8%	6%	-3%	6%	1%	-3%	5%
> CCN(Cc1ccccc1)C(=O)c1cccc(S(=O)(=O)N2CCN(c3ccc(F)cc3)CC2)c1
 : -47%[inhibitor]	-11%	12%	19%	-4%	5%	29%	-3%
> Cc1ccc(S(=O)(=O)Nc2ccc3c(c2)C(=O)N([C@@H](C)CO)C[C@@H](C)[C@@H](CN(C)CC2CC2)OCCCC[C@@H](C)O3)cc1
 : -21%	5%	-8%	13%	-10%	-1%	0%	10%
> Cc1ccc(Cl)cc1NC(=O)NCc1ccccn1
 : -7%	-17%	10%	13%	0%	0%	7%	8%
> CCOC(=O)CCC(=O)Nc1ccc(S(=O)(=O)Nc2cc(OC)nc(OC)n2)cc1
 : -11%	8%	10%	-15%	22%	-1%	2%	12%
> [O-][n+]1cccc2ncc3cscc3c21
 : i	5%	4%	-21%	-9%	7%	-1%	5%
> COc1ccc(-n2nc3c(c2NC(=O)C2CC2)CS(=O)(=O)C3)cc1
 : i	-6%	-14%	17%	-4%	2%	2%	2%
> Cc1cc(C)c(NC(=O)CSc2nc3ncc(Br)cc3[nH]2)c(C)c1
 : -34%[inhibitor]	10%	15%	3%	0%	-1%	-4%	-2%
> CCOc1ccc2nc(NC(=O)c3cccnc3)sc2c1
 : -18%	-2%	-5%	.	12%	3%	-14%	-1%
> Cc1ccc(-n2ncc3c2CC(C)(C)CC3NC(=O)c2cc[n+]([O-])cc2)cc1 (centres undefined)
 : -9%	-16%	-7%	12%	-3%	-1%	-21%	6%
> COc1ccc(SCCc2ccncc2)cc1
 : 8%	?	5%	8%	-8%	0%	-19%	11%
> O=[N+]([O-])c1ccc2c(c1)CO[C@@]21O[C@H](CCO)C[C@H](O)[C@H]1O
 : 5%	-9%	-13%	-19%	14%	?	-11%	4%
> CN(C(=O)c1ccc([N+](=O)[O-])cc1)c1ccccc1C(=O)NCc1ccccc1
 : 29%	11%	-14%	14%	17%	-1%	0%	9%
> CCOC(=O)N1CCN(C(=O)c2ccc3c(=O)n(-c4ccc(OC)cc4)c(=S)[nH]c3c2)CC1
 : -18%	-8%	1%	?	-4%	1%	-13%	8%
> COc1ccc(C)cc1NC(=O)CSc1nnc(COc2ccc(Cl)cc2)n1Cc1ccco1
 : -47%[inhibitor]	0%	0%	5%	-10%	19%	?	-6%
> CCN(CC)S(=O)(=O)c1cc(NC(=O)CNc2c(C)n(C)n(-c3ccccc3)c2=O)ccc1C
 : i	-15%	-4%	11%	8%	0%	-16%	-5%
> O=c1[nH]c(=S)[nH]c2scc(-c3ccc(Br)cc3)c12
 : -15%	-10%	4%	?	-8%	-5%	-18%	3%

Additional records.
Values run as follows: PTHR1 ag	EPAC1 antagonist	EPAC1 ag	FUS yeast rescue	EPAC2 antagonist	aSyn yeast inh	TDP-43 yeast inh	EPAC2 agonist
> CC(C)CC(OC(=O)c1cccs1)C(=O)NCc1cccs1 (centres undefined)
 : -23%	-16%	12%	10%	0%	12%	21%	4%
> O=[N+]([O-])c1ccc2cn(-c3ccccc3)nc2c1
 : i	-9%	-10%	.	0%	-3%	26%	12%
> CC1=NN(c2ccc(C(=O)O)cc2)C(=O)CC1
 : ?	5%	-4%	12%	24%	0%	0%	10%
> O=C(CN1C(=O)NC2(CCCCCCC2)C1=O)NC(=O)NCc1ccco1
 : -10%	-13%	-3%	24%	-3%	1%	-6%	11%
> Cc1cc(Cl)c(OCCOCCN2CCNCC2)c(Cl)c1
 : i	14%	2%	16%	3%	0%	-2%	12%
> CCCCCCSc1cc(C)nc2ncnn12
 : -80%[inhibitor]	-7%	-3%	-11%	-2%	1%	25µM*	-2%
> O=C(Nc1ccc(N2CCOCC2)cc1)c1cc(-c2ccncc2)nc2ccccc12
 : -26%	6%	-5%	?	-2%	1%	-4%	-4%
> COc1ccc(C)cc1NC(=O)N1CCN(c2cc(-c3noc(C)n3)ccc2C)CC1
 : -17%	.	.	?	.	4%	?	.
> CCCC[C@H](CN[C@@H](CNC)[C@H](C)CC)NCCC12CCC(CC1)C2
 : -15%	-5%	9%	-5%	-7%	6%	8%	6%
> COC1OC(COC(=O)c2ccccc2)C(OC(=O)c2ccccc2)C1OC(=O)c1ccccc1 (centres undefined)
 : -2%	-12%	17%	-1%	-1%	-7%	-21%	8%
> COC(=O)c1ccccc1CC1Cc2cc3c(cc2C1=O)CCC3 (centres undefined)
 : -93%[inhibitor]	-7%	-1%	.	-4%	0%	-6%	15%
> O=C(N/N=C/c1cnc(N2CCCCC2)s1)c1ccc(Cl)cc1
 : -5%	-29%	11%	7%	-7%	-10%	8%	0%

3 entries from above in another layout:
| molecule | PTHR1 ag | EPAC1 antagonist | EPAC1 ag | FUS yeast rescue | EPAC2 antagonist | aSyn yeast inh | TDP-43 yeast inh | EPAC2 agonist |
| --- | --- | --- | --- | --- | --- | --- | --- | --- |
| COc1ccc(C)cc1NC(=O)N1CCN(c2cc(-c3noc(C)n3)ccc2C)CC1 | -17% | . | . | ? | . | 4% | ? | . |
| CCCC[C@H](CN[C@@H](CNC)[C@H](C)CC)NCCC12CCC(CC1)C2 | -15% | -5% | 9% | -5% | -7% | 6% | 8% | 6% |
| COC1OC(COC(=O)c2ccccc2)C(OC(=O)c2ccccc2)C1OC(=O)c1ccccc1 (centres undefined) | -2% | -12% | 17% | -1% | -1% | -7% | -21% | 8% |

The list is partial, so the mix of outcomes need not match the whole.
